D3 ag – D3 dopamine receptor (human) agonism. P35462. D3R DiscoveRx beta-arrestin cells, luminescence, 90 min. max activation, %. 0.58% of 410,000 active. AID 652048; in the data active = max activation above about 30%; note: 0% is about no effect; mostly tested at two doses, the higher about 12 µM
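Agonist mode: compounds and dopamine controls were applied to plated cells for 90 min at 37 degrees C after an overnight attachment at 1500 cells/well. Luminescent read-out followed 30 - 60 minutes at room temperature with DiscoveRx detection reagent.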
aSyn rescue – alpha-synuclein toxicity inhibition in yeast | 0.14% of 370,000 active | Potency, µM (highest dose often 46.1 µM), for the others: at the highest dose growth rescue (activation), most hits filed as activators | Yeast expressing alpha-synuclein, growth rescue, BacTiter-Glo, 24 h; note: potency is the fitted concentration of half-maximal effect; % of control where 0% means no effect; nearly all actives have a fitted effect of over 65% in size
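Readout is rescue of growth in alpha-synuclein-expressing yeast, so inhibitors of toxicity appear as activators. Growth after 24 hr at 30 deg C in galactose medium is quantified by luminescence.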
KB-V1 cytotox – kills drug-selected multidrug resistant KB-V1 cells; KB-V1 MDR cells viability, CellTiter-Glo, 72 h; AID 1347076; 3.4% of 400,000 active; Potency, µM (highest dose often 46.1 µM), without a hit: top-dose activity change, negative = cytotoxicity, actives largely listed as cytotoxic; note: potency is the fitted concentration of half-maximal effect; % is set by controls: 0 for no effect and ±100 for the full control effect; nearly all actives have a fitted effect of over 60% in size
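Cells of the MDR subline KB-V1 are plated, dosed with compound at multiple concentrations, and incubated 72 h at 37 degrees C; CellTiter-Glo is then added and luminescence read after 10 min.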
GLP-1R agonist – agonists of human GLP-1 receptor. P43220. HEK293 GLP-1R CRE-luciferase, luminescence, 4-6 h; cells express a hypersensitive GLP-1R form. Potency, µM (top dose mostly 45.6 µM), for inactives: top-dose activation, usual class: activators. 0.007% of 380,000 active. AID 624172; note: potency is the fitted concentration of half-maximal effect; % of control where 0% means no effect
Target sequence (P43220 whole entry, looked up): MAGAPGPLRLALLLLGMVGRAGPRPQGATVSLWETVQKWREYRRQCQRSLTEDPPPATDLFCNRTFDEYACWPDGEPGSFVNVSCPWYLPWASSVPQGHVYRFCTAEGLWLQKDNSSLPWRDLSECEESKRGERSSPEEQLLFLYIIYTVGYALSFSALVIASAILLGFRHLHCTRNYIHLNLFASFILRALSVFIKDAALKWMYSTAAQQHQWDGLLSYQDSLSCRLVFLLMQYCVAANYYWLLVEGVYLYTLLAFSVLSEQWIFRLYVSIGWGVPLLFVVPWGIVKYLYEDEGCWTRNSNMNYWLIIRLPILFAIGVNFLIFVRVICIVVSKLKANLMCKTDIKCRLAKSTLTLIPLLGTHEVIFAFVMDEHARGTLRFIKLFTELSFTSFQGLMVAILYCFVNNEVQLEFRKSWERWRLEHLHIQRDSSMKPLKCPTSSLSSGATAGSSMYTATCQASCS
D3 antag – antagonists of human D3 dopamine receptor; D3R cells, DiscoveRx beta-arrestin luminescence, antagonist mode; active compounds read low; max response, negative = inhibition, %; 2.5% of 360,000 active; AID 652054; in the data active = max response below about -50%; inconclusive = no clear call, values can overlap the other calls; note: % is set by controls: 0 for no effect and ±100 for the full control effect; mostly tested at two doses, the higher about 12 µM
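Cells plated overnight at 1500 cells/well, then exposed to library compounds with dopamine controls for 90 minutes at 37 degrees C. DiscoveRx reagent added for 30–60 minutes at room temperature; luminescence read, quantitative HTS format.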
GLP1R cytotox – cytotoxic in the GLP-1 receptor inverse agonist counter-screen | HEK293 cAMP-luciferase reporter cells, luminescence, 24 h | Potency, µM (doses to about 38.3 µM), inactives show at the top dose activity change, negative = inhibition, usual class: inhibitors | 0.13% of 410,000 active;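 note: loss of luciferase light is scored as toxicity; potency is the fitted concentration of half-maximal effect; % is set by controls: 0 for no effect and ±100 for the full control effect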
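Quantitative HTS format, 1536 wells, 200 cells/uL seeded. Compounds: 23 nL, 24 h, 37 °C. Detection: luciferase reagent, luminescence at 12 min RT; decreased signal taken as cytotoxic.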
PTHR1 agonist – PTHR1 (human) receptor agonism | HEK293 GP2 PTHR1 cells, GloSensor cAMP luminescence, 1 h | Potency, µM (highest dose often 115 µM), inactives show at the top dose activation, most hits filed as activators | 0.075% of 410,000 active; note: potency is the fitted concentration of half-maximal effect; nearly all actives have a fitted effect of over 55% in size; some results filed as inactive show a strong effect at the top dose; inactives centre near -15; many of its hits are not listed in these tables
Target sequence (Q03431 whole entry, looked up): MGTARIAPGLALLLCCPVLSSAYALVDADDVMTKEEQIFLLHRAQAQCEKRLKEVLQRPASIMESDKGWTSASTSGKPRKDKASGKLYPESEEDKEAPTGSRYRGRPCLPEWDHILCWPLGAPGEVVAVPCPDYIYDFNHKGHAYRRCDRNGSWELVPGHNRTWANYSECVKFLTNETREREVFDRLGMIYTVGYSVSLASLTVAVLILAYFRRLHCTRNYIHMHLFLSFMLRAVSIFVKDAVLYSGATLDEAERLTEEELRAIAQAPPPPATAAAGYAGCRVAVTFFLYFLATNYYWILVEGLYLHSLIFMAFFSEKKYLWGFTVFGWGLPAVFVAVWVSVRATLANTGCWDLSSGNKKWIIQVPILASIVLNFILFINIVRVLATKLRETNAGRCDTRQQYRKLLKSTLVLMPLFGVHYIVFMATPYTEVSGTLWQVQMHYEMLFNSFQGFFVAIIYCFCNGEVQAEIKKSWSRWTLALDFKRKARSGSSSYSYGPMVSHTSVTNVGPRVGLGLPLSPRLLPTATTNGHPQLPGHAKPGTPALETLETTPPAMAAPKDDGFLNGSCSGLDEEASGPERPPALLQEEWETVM
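HEK-293-derived GP2 cells expressing PTHR1 and a GloSensor cAMP reporter, 3,000/well, plated overnight, given luciferin plus IBMX (each 0.5 mM as added) for 1 h at 37 °C, then compound for 1 h at 37 °C. Luminescence was read after 15 min at room temperature.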
TDP43 rescue – TDP-43 toxicity inhibition in yeast; TDP-43 expressing yeast growth rescue, BacTiter-Glo, 24 h; AID 652104; 1.8% of 410,000 active; Potency, µM (doses to about 46.1 µM), for the others: at the highest dose growth rescue (activation), hits mostly activators; note: potency is the fitted concentration of half-maximal effect; % of control where 0% means no effect; nearly all actives have a fitted effect of over 50% in size
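Readout is BacTiter-Glo luminescence of cell growth, so inhibitors register as activators. TDP-43-expressing yeast at OD600=0.02 in galactose medium, after raffinose pregrowth to mid-log, were incubated with compound for 24 hr at 30 deg C.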
GLP1R inv ag – inverse agonists of human GLP-1 receptor; P43220; HEK293 GLP-1R CRE-luciferase, luminescence, 24 h; GLP-1R form is constitutively active; Potency, µM (highest dose often 38.3 µM), without a hit: at the top dose activity change, negative = inhibition, usual class: inhibitors; 1.6% of 410,000 active; note: potency is the fitted concentration of half-maximal effect; % is set by controls: 0 for no effect and ±100 for the full control effect; nearly all actives have a fitted effect of over 55% in size
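GLP-1R inverse agonism mode: basal reporter luminescence in engineered HEK293 cells measured after one day of compound exposure at 37 deg C, with a 12 min room-temperature detection step.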
The depositor's hits bear a star; i = inactive; ? = inconclusive; . = no result given; [ ] = remark or other dose. Unless noted, calls come from the whole dose curve; as a rule, active = well fitted curve in the direction sought with a large enough effect; inconclusive = small, poorly fitted or top-dose-only effect, or another doubt; inactive = no such curve, though single readings can be large; an effect the other way counts as inactive or inconclusive. Not all compounds are listed, so the mix of outcomes need not match the whole.

Second line of a record: GLP1R cytotox	TDP43 rescue	aSyn rescue	GLP-1R agonist	D3 ag	KB-V1 cytotox	PTHR1 agonist	D3 antag	GLP1R inv ag
- COc1ccc(Cc2nc3ccccc3n2Cc2ccccc2C)cc1
  -10.9%	7.5%	.	.	-3.5	-36.6%	-65.4%[inhibitor]	.	?
- O=C(NCCc1ccccc1)C1CC(=O)N(C2CCCCC2)C1 (stereo not given)
  2.5%	-3.3%	-8.1%	5.0%	-2.1	11.1%	-1.4%	-9.1	5.7%
- Cc1nc(NC(=O)C2CC2)sc1C(=O)Nc1cccc(Cl)c1
  -8.6%	1.2%	-2.8%	1.7%	-4.1	2.5%	i	-1.2	-25.8%
- Cc1ccc(-c2nc(CS(=O)(=O)CC(=O)N3CCN(c4ccccc4)CC3)c(C)o2)cc1
  -10.1%	?	.	.	-10.5	-20.3%	-30.6%[inhibitor]	.	?
- COC(=O)N/N=C/c1ccccc1OCc1ccccc1
  -1.8%	0.1%	-1.6%	3.2%	3.1	1.5%	-15.7%	17.1	9.1%
- O=C(COc1ccccc1Cl)NCCCNC(=O)c1cccnc1
  -7.9%	-13.8%	-6.5%	8.0%	15.5	-3.0%	i	31.0	-4.2%
- Cn1c(SCC(=O)NNC(=O)Cc2ccccc2)nnc1-c1ccc(Cl)cc1
  0.4%	-2.2%	-5.1%	5.4%	-4.2	15.1%	i	9.9	7.1%
- COc1ccc(C)cc1NS(=O)(=O)c1ccc2c(c1)CCCN2C(C)=O
  5.1%	-0.5%	.	.	-3.2	-16.6%	?	.	10.3%
- O=C(CNCc1ccc(F)cc1)Nc1ccc(C(=O)N2CCCCC2)cc1
  -21.4%	-3.3%	2.7%	8.1%	2.6	3.7%	-16.2%	-0.3	-10.6%
- COC(=O)c1cn(CC(=O)NCc2ccco2)c2ccccc12
  1.3%	-10.7%	-13.4%	-7.6%	-1.7	-2.9%	-11.9%	-1.0	-12.0%
- CCOC(=O)C1CCN(S(=O)(=O)NC[C@H]2O[C@@H](n3cnc4c(N)ncnc43)[C@H](O)[C@@H]2O)C1 (stereo not given in full)
  3.3%	-0.3%	-1.5%	-3.1%	-29.8	-0.1%	-1.4%	0.0	9.5%
- CSc1nnc(-c2cccc(NC(=O)c3ccccc3)c2)n1C
  -6.6%	2.9%	0.3%	1.6%	-18.4	-16.1%	-24.1%	12.9	22.1%
- CCS(=O)(=O)c1nc(S(=O)(=O)c2ccc(C)cc2)c(N2CCC(O)CC2)s1
  -5.5%	6.4%	-5.4%	8.6%	-3.8	4.1%	i	-27.0	15.0%
- CN(Cc1cnccn1)C(=O)c1cc(COc2cccc(C(F)(F)F)c2)on1
  -7.7%	22.6%	1.5%	5.4%	1.3	-13.2%	-16.3%	0.5	-21.8%
- CCOC(=O)/C(=C/Nc1ccccc1)[N+](=O)[O-]
  -2.3%	-10.7%	-1.1%	2.4%	-7.9	-1.9%	-3.6%[57.5 µM]	0.0	5.5%

Next part; the last three above are carried over.
Second line of a record: GLP1R cytotox	TDP43 rescue	aSyn rescue	GLP-1R agonist	D3 ag	KB-V1 cytotox	PTHR1 agonist	D3 antag	GLP1R inv ag
- CCS(=O)(=O)c1nc(S(=O)(=O)c2ccc(C)cc2)c(N2CCC(O)CC2)s1
  -5.5%	6.4%	-5.4%	8.6%	-3.8	4.1%	i	-27.0	15.0%
- CN(Cc1cnccn1)C(=O)c1cc(COc2cccc(C(F)(F)F)c2)on1
  -7.7%	22.6%	1.5%	5.4%	1.3	-13.2%	-16.3%	0.5	-21.8%
- CCOC(=O)/C(=C/Nc1ccccc1)[N+](=O)[O-]
  -2.3%	-10.7%	-1.1%	2.4%	-7.9	-1.9%	-3.6%[57.5 µM]	0.0	5.5%
- COc1ccc(Nc2ccc([N+](=O)[O-])c3nonc23)c(OC)c1
  -18.3%	-8.3%	-14.2%	1.0%	-22.2	5.0%	i	-26.9	43.6%[activator]
- O=C(O)C1CC=CCC1C(=O)Nc1cccc(F)c1 (stereo not given)
  13.2%	-0.6%	-6.1%	6.4%	-0.5	9.9%	-27.1%[57.5 µM]	-9.8	0.0%
- C#CC(C)OC(=O)Nc1cnccc1C(F)(F)F (stereo not given)
  3.9%	-5.7%	-24.8%	1.0%	-8.7	3.5%	-13.8%	-8.2	2.0%
- C#CCOCCOCCOCCNc1nc(N2CCN(C(=O)[C@H](C(C)C)n3cc(CCO)nn3)CC2)nc(N2CCN(C(=O)[C@H](C(C)C)n3cc(CCO)nn3)CC2)n1
  -0.2%	8.8%	4.3%	-0.9%	21.6	17.3%	i	8.4	17.0%
- O=C(CCNC(=O)OCc1ccccc1)NC1CCCCC1
  -9.5%	-1.9%	3.3%	-4.2%	2.0	3.2%	i	13.7	1.8%
- COC(=O)C1=C(C)N(c2ccc(OC)c(OC)c2)C(=O)C1
  2.9%	-8.0%	4.6%	-0.9%	0.4	-4.2%	-3.5%	16.5	0.0%
- c1ccc(CNc2c(C3CCNCC3)nc3scc(-c4ccccc4)n23)cc1
  6.7%	3.4%	5.9%	1.1%	-2.6	0.0%	-4.7%	-25.9	-3.6%
- Cc1nc(S/C(C(=O)O)=C2/C(=O)Nc3ccccc32)n[nH]1
  -11.8%	18.6%	0.7%	-3.9%	0.5	-10.4%	i	-22.3	-69.1%
- CN1C(=O)c2oc3ccccc3c(=O)c2C1c1ccccn1 (stereo not given)
  -3.0%	-45.5%[inhibitor]	6.0%	-9.4%	-1.3	9.6%	-22.6%	0.0	17.4%
- N#CC(C(=O)NCCc1ccccc1)c1nc2ccccc2nc1N1CCCCC1 (stereo not given)
  94.7%[activator]	-0.1%	0.1%	3.0%	0.0	-14.3%	4.8%[57.5 µM]	-4.0	11.8%
- O=C(Cn1cnc2ccccc2c1=O)c1ccc2ccccc2c1
  -17.0%	-44.2%[inhibitor]	6.8%	0.0%	-8.2	-15.7%	-7.1%[57.5 µM]	0.0	-14.0%
- COc1cc(OC)nc(NC(=O)NS(=O)(=O)c2ccccc2Cl)n1
  8.1%	-8.6%	-0.1%	9.0%	6.4	-8.2%	-0.9%	-5.9	9.0%
- C=CCn1c(SCC(=O)c2ccc(CNC(C)=O)o2)nc2ccccc2c1=O
  -0.1%	22.4%	6.4%	2.1%	-0.5	4.3%	i	11.6	1.8%
- CC1(C)NS(=O)(=O)Oc2ccccc21
  -0.6%	10.6%	-0.4%	-0.9%	-2.0	7.9%	i	19.5	0.9%
- CN(C)c1ccc(CN(C(=O)c2cccs2)C2CCS(=O)(=O)C2)cc1 (stereo not given)
  -3.2%	-11.9%	-0.5%	2.9%	10.0	-30.2%	i	8.9	3.5%

(listing goes on)
Second line of a record: GLP1R cytotox	TDP43 rescue	aSyn rescue	GLP-1R agonist	D3 ag	KB-V1 cytotox	PTHR1 agonist	D3 antag	GLP1R inv ag
- NC(=O)C1(N2CCCCC2)CCN(C(=O)c2ccc(-n3cnnn3)cc2)CC1
  2.5%	-2.7%	1.9%	-8.9%	7.3	9.4%	-1.8%[57.5 µM]	21.3	10.8%
- Cc1c(OCc2nn[nH]n2)ccc2c3c(c(=O)oc12)CCC(C)C3 (stereo not given)
  -11.3%	1.7%	-4.1%	-11.9%	0.5	23.0%	-30.8%	-20.9	0.0%
- CCOc1ccc(C2Oc3nc(SC)nnc3-c3ccccc3N2C(C)=O)cc1OC (stereo not given)
  5.5%	-6.7%	-0.7%	1.3%	3.2	-4.5%	3.6%	3.1	7.4%
- CC(=O)c1ccc(-c2nnc(CCC(=O)N(C)Cc3cnc4ccccn34)o2)s1
  5.9%	-17.5%	7.2%	2.9%	3.5	-2.5%	-8.2%	15.9	20.8%
- Cc1ccc(-c2nc(S(=O)(=O)c3ccc(F)cc3)c(SCC(=O)NCC3CCCO3)o2)cc1 (stereo not given)
  -11.7%	5.3%	2.9%	-8.3%	1.3	?	-5.2%	9.2	-8.7%
- O=C(CN1C(=O)NC2(CCCC2)C1=O)OCc1ccc(Br)cc1
  -1.6%	9.5%	3.2%	8.2%	0.4	-21.6%	i	0.0	-19.8%
- O=C(Nc1nc(-c2ccc(Cl)cc2Cl)cs1)c1ccc(OCC2CCCO2)cc1 (stereo not given)
  -1.1%	-7.7%	0.2%	4.7%	0.4	9.2µM*	-27.2%	8.5	7.08µM*
- COc1ccc(S(=O)(=O)N(CC(=O)NCc2ccco2)c2ccc(C)cc2)cc1OC
  6.0%	-10.1%	-5.1%	18.4%	-24.4	?	-22.0%	-17.6	-55.0%
- CCc1ccccc1NS(=O)(=O)c1ccc2[nH]cc(C(=O)N(CC(C)C)CC(C)C)c(=O)c2c1
  -3.4%	?	.	.	0.4	?	i	.	?
- CCc1ccccc1NC(=O)CN(C)Cc1nc(N)nc(Nc2ccccc2C)n1
  2.8%	7.5%	0.0%	2.5%	1.8	3.26µM*	i	-13.4	-3.4%
- O=S(=O)(c1cccc(-c2csc(N/N=C/c3ccco3)n2)c1)N1CCOCC1
  -25.8%	15.8µM*	1.9%	-0.5%	16.3	-1.6%	-35.9%[inhibitor]	25.9	-15.2%
- COCCNC(=O)c1cccc(OC2CCN(Cc3ccc(F)cc3OC)CC2)c1
  -4.4%	23.0%	0.3%	-1.3%	-13.6	-11.1%	-20.7%	-5.1	-20.4%

Arranged by length of the SMILES (rising): 3 of the compounds above.
Second line of a record: GLP1R cytotox	TDP43 rescue	aSyn rescue	GLP-1R agonist	D3 ag	KB-V1 cytotox	PTHR1 agonist	D3 antag	GLP1R inv ag
- COc1ccc(Cc2nc3ccccc3n2Cc2ccccc2C)cc1
  -10.9%	7.5%	.	.	-3.5	-36.6%	-65.4%[inhibitor]	.	?
- COC(=O)C1=C(C)N(c2ccc(OC)c(OC)c2)C(=O)C1
  2.9%	-8.0%	4.6%	-0.9%	0.4	-4.2%	-3.5%	16.5	0.0%
- CN(C)c1ccc(CN(C(=O)c2cccs2)C2CCS(=O)(=O)C2)cc1 (stereo not given)
  -3.2%	-11.9%	-0.5%	2.9%	10.0	-30.2%	i	8.9	3.5%
